SNCA viab count = reduces viability of HEK-293 SNCA reporter cells | HEK-293-SNCA-luc viability, GF-AFC fluorescence, 24 h | Potency, µM (highest dose often 57.1 µM), inactives show at the highest dose activity change, negative = cytotoxicity, hits mostly cytotoxic | actives 0.12% (n = 150,000);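 note: 0% = DMSO-treated cells and -100% = medium-only wells without cells; nearly all actives have a fitted effect of over 30% in size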
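Cytotoxicity counterscreen: after 24 h compound treatment of genome-edited SNCA-luciferase HEK-293 cells, live-cell protease substrate GF-AFC read by fluorescence after 30 min; activity scaled between DMSO (0%) and medium-only (-100%), curves Hill-fitted.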
SNCA expr inhib = reduces expression of the alpha-synuclein gene; HEK-293 SNCA-luciferase knock-in, luminescence, 24 h; Potency, µM (top dose mostly 57.2 µM), for inactives: at the top dose activity change, negative = inhibition, usual class: inhibitors; actives 0.17% (n = 140,000); AID 1671194;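 note: plate controls were DMSO cells for no effect and cell-free wells for full effect; nearly all actives have a fitted effect of over 45% in size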
Starred values were filed as active, the others as inactive; ? = inconclusive; [ ] = dose if it differs, or a comment. Calls come from the whole dose curve; as a rule, active = well fitted curve in the direction sought with a large enough effect; inconclusive = small, poorly fitted or top-dose-only effect, or another doubt; inactive = no such curve, though single readings can be large; an effect the other way counts as inactive or inconclusive. Potency is the fitted concentration of half-maximal effect.

SMILES | SNCA viab count | SNCA expr inhib
CCNc1ncc2nc(-c3ccc(OC)cc3)c(=O)n(-c3ccc(OC)cc3)c2n1 | ? | 0.1%
O=c1c(-c2ccc(F)c(F)c2)nc2cncnc2n1Cc1ccccc1Cl | ? | -14.2%
O=c1c(-c2ccc(F)cc2)nc2cnc(N3CCOCC3)nc2n1Cc1ccc(F)cc1 | ? | 24.0%
Cn1cc(-c2nc3cnc(Oc4ccccc4)nc3n(Cc3cccs3)c2=O)c2ccccc21 | 4.9% | 16.8%
COCCn1c(=O)c(C)nc2cnc(N3CCN(C)CC3)nc21 | -21.1% | -3.3%
Clc1ccccc1-c1cncnc1NCCN1CCOCC1 | 3.9% | -0.4%
COc1ccc(-n2c(=O)c(-c3cccs3)nc3cnc(Oc4ccccc4)nc32)cc1 | 4.5% | 19.2%
Cc1cccc(CNc2ncncc2-c2cccc(C#N)c2)c1 | -3.6% | -2.1%
COCC(=O)N1CCC2(CCCN(Cc3ccccc3OC)C2)CC1 | 0.6% | -22.8%
O=c1c(-c2ccc(F)c(F)c2)nc2cncnc2n1Cc1ccccc1 | 10.0% | 8.6%
CCNc1ncc2nc(-c3ccccc3)c(=O)n(C3CC3)c2n1 | ? | 25.9%
O=C(Nc1ccccc1)N1CCC2(CC1)CCN(S(=O)(=O)c1ccccc1)CC2 | -8.7% | 0.8%
COc1ccc(CNc2ccnc(-c3ccoc3)n2)c(OC)c1 | 3.8% | 18.3%
CS(=O)(=O)Nc1cccc(-c2ccc3ncnc(N4CCOCC4)c3c2)c1 | -26.0% | 143.7%[activator]
COc1cccc(-c2nc(NCCNC(C)=O)c3ccccc3n2)c1 | ? | 4.0%
CN1CCC2(CC1)CCN(C(=O)c1cc(C(F)(F)F)cc(C(F)(F)F)c1)CC2 | -22.4% | 2.4%
CC(C)NC(=O)N1CCC2(CC1)CCN(C(=O)c1ccco1)CC2 | -1.8% | -29.9%
O=c1c(CCc2ccccc2)nc2cnc(Oc3cccc(Cl)c3)nc2n1C[C@H]1CCCO1 | -13.9% | -21.0%
COc1ccc(-n2c(=O)c(-c3ccccc3)nc3cnc(N4CCN(C)CC4)nc32)cc1 | 1.2% | -12.9%
N#Cc1cccc(NC(=O)N2CCCC3(CCN(C(=O)c4csnn4)CC3)C2)c1 | 2.3% | 12.2%
CN(C)Cc1ccccc1-c1cncnc1Nc1ccncc1 | 3.0% | -4.1%
O=C(Oc1ccccc1)N1CCC[C@@]2(CCN(c3ccncc3)C2)C1 | -9.7% | -10.7%
O=C(Nc1cccc(F)c1)N1CC[C@@]2(CCCN(C(=O)c3csnn3)C2)C1 | -16.0% | -24.3%
COc1ccc(Oc2ncc3ncc(=O)n(CCC#N)c3n2)cc1 | -10.7% | -5.8%
COc1ccccc1-c1nccc(N2CCN(C)CC2)n1 | 3.3% | 13.6%
CN(C)c1ccc(-c2nc(NC3CCNCC3)c3ccccc3n2)cc1 | 10.3% | ?
CN1CCN(c2ncc3nc(-c4cn(C)c5ccccc45)c(=O)n(Cc4cccs4)c3n2)CC1 | ? | -14.2%
CN1CCN(c2ccnc(-c3cccc(NS(C)(=O)=O)c3)n2)CC1 | 5.6% | -5.4%
COc1ncc2nc(C)c(=O)n(C)c2n1 | -8.5% | 10.8%
Cc1noc(C)c1C(=O)N1CCC2(CC1)CCN(C(c1ccccc1)c1ccccc1)CC2 | 7.9% | 0.2%
CC(C)CN1CCC2(CC1)CCN(C(=O)c1csnn1)CC2 | -15.5% | -10.8%
Cc1cnc(CNc2nc(-c3ccccc3C(F)(F)F)nc3ccccc23)cn1 | ? | 41.5%[activator]
COc1ccc(C(=O)N2CCC3(CC2)CCN(C(c2ccccc2)c2ccccc2)CC3)cc1 | -6.2% | -25.5%
CCNc1ncc2nc(-c3cccs3)c(=O)n(Cc3cccs3)c2n1 | ? | 50.6%[activator]
Fc1ccc(Nc2ncncc2-c2ccoc2)cc1 | 0.2% | -3.2%
O=S(=O)(c1ccccc1)N1CCC[C@@]2(CCN(c3cccc(-c4ccccc4)c3)C2)C1 | 0.1% | 7.0%
COc1ncc2nc(-c3ccc(Cl)cc3)c(=O)n(CCc3ccccc3)c2n1 | -3.4% | -5.3%
CS(=O)(=O)Nc1cccc(-c2nccc(-n3ccnc3)n2)c1 | -8.7% | 14.2%
O=C(c1ccco1)N1CCC[C@@]2(CCN(c3cccc(-c4ccccc4)c3)C2)C1 | -27.9% | -16.1%
COc1ccc(Oc2ncc3nc(-c4ccccc4)c(=O)n(Cc4cccs4)c3n2)cc1 | -13.1% | -17.9%
COC(=O)N1CCC2(CC1)CCN(c1ncccn1)CC2 | 0.8% | 2.8%
O=C(Nc1cccc(F)c1)N1CCCC2(CCN(C(=O)c3cnccn3)CC2)C1 | -2.9% | 44.5%[activator]
COc1ncc2nc(-c3cn(C)c4ccccc34)c(=O)n(C[C@H]3CCCO3)c2n1 | 13.2% | 7.8%
CCNc1ncc2nc(C)c(=O)n(Cc3cccs3)c2n1 | ? | -6.5%
O=C(c1ccncc1)N1CCC[C@@]2(CCN(c3ccccn3)C2)C1 | -4.6% | 3.9%
O=C(c1cc(C(F)(F)F)cc(C(F)(F)F)c1)N1CCC2(CC1)CN(c1ncccn1)C2 | -11.4% | -17.6%
COCCNc1nc(-c2ccccc2C(F)(F)F)nc2ccccc12 | -19.5% | -1.2%
O=c1c(-c2ccc(F)cc2)nc2cnc(Nc3ccccc3)nc2n1C[C@H]1CCCO1 | ? | 0.0%
CN(C)c1ncc2nc(-c3cn(C)c4ccccc34)c(=O)n(C[C@H]3CCCO3)c2n1 | ? | -1.6%
O=c1c(-c2cccs2)nc2cnc(N3CCNCC3)nc2n1CCc1ccccc1 | ? | -3.1%
CN(C)Cc1ccccc1-c1cncnc1Nc1ccccc1 | 11.8% | 13.0%
COc1ccc(-n2c(=O)c(C)nc3cnc(N4CCNCC4)nc32)cc1 | -0.1% | -5.7%
COCCn1c(=O)c(-c2cc(F)cc(F)c2)nc2cnc(OC)nc21 | -3.6% | -10.4%
CCNc1ncc2nc(-c3ccc(F)cc3)c(=O)n(CCOC)c2n1 | ? | 56.1%[activator]
Cn1cccc1C(=O)N1CCC2(CC1)CCN(c1ccc(-c3ccccc3)cc1)CC2 | -15.7% | -21.1%
CCNc1ncc2nc(-c3ccc(OC)cc3)c(=O)n(Cc3cccc(OC)c3)c2n1 | 3.6% | 14.2%
COc1ccccc1CNc1cc(-c2ccccc2C)ncn1 | -1.2% | 7.6%
COc1ccc(CNc2nc(-c3cccc(NS(C)(=O)=O)c3)nc3ccccc23)c(OC)c1 | ? | -12.5%
COc1cccc(Nc2ncc3nc(-c4cccs4)c(=O)n(Cc4cccs4)c3n2)c1 | ? | 15.0%
N#Cc1ccc(CN2CCCC3(CCN(C(=O)c4ccco4)CC3)C2)cc1 | -11.2% | ?

New compounds follow:
SMILES | SNCA viab count | SNCA expr inhib
COc1ccc2[nH]cc(CCNc3cc(-c4ccc5c(c4)OCO5)ncn3)c2c1 | -21.1% | 12.7%
COc1cccc(Cn2c(=O)c(-c3cc(F)cc(F)c3)nc3cnc(N4CCNCC4)nc32)c1 | ? | 16.5%
c1csc(CNc2nc(-c3ccc4c(c3)OCO4)nc3ccccc23)c1 | -18.2% | 19.8%
COc1ccc(-n2c(=O)c(CCc3ccccc3)nc3cnc(N4CCN(C)CC4)nc32)cc1 | -4.2% | -1.2%
O=S(=O)(c1ccccc1)N1CCC2(CC1)CN(c1ccncc1)C2 | 6.0% | 6.6%
COc1ccccc1CCn1c(=O)cnc2cncnc21 | -24.3% | -11.8%
O=C(c1ccncc1)N1CCC2(CCN(Cc3nccs3)CC2)CC1 | 0.9% | -14.9%
COCC(=O)N1CCC2(CC1)CCN(c1ccccc1)CC2 | -9.0% | -9.3%
CN1CCN(c2nc(-c3ccoc3)nc3ccccc23)CC1 | -1.8% | 2.1%
COCC(=O)N1CCC[C@@]2(CCN(c3ncccn3)C2)C1 | 2.5% | 36.9%[activator]
O=S(=O)(c1ccccc1)N1CCC2(CCN(c3cccc(-c4ccccc4)c3)CC2)CC1 | -15.5% | -4.0%
COc1ccc(Oc2ncc3nc(-c4cc(F)cc(F)c4)c(=O)n(C4CC4)c3n2)cc1 | 7.5% | -29.2%
Cc1noc(C)c1-c1cncnc1NC1CC1 | 2.9% | 13.6%
COc1ccc(C(=O)N2CCC3(CCCN(C(=O)NC(C)C)C3)CC2)cc1 | -5.1% | 15.4%
COc1ccccc1CN1CC[C@@]2(CCCN(C(=O)c3ccncc3)C2)C1 | 3.2% | 17.9%
COc1ncc2nc(-c3cc(F)cc(F)c3)c(=O)n(CCC#N)c2n1 | ? | -25.3%
O=C(c1cc(C(F)(F)F)cc(C(F)(F)F)c1)N1CCC2(CCN(Cc3ccccc3)CC2)CC1 | -25.7% | 22.7%
CC(=O)N1CCC2(CCCN(c3ccccn3)C2)CC1 | 3.5% | -16.4%
COc1ncc2nc(-c3cc(F)cc(F)c3)c(=O)n(Cc3cccs3)c2n1 | -6.7% | 5.3%
COCCn1c(=O)c(-c2cn(C)c3ccccc23)nc2cnc(Oc3ccccc3)nc21 | ? | -27.9%
CN(C)Cc1ccccc1-c1nccc(NC2CC2)n1 | 4.6% | 14.4%
CNc1ncncc1-c1ccccc1C(F)(F)F | -3.8% | 3.1%
N#CCCn1c(=O)c(-c2cccc(C#N)c2)nc2cnc(N3CCOCC3)nc21 | ? | 15.0%
CS(=O)(=O)Nc1cccc(-c2cncnc2NCc2cccnc2)c1 | 5.1% | -5.1%
Cc1cccc(CNc2cc(-c3cccnc3)ncn2)c1 | -2.4% | -0.4%
CN1CCN(c2ncc3nc(-c4cccs4)c(=O)n(CCc4ccccc4)c3n2)CC1 | ? | -1.7%
O=S(=O)(c1ccccc1)N1CCC2(CCN(Cc3ccccc3)CC2)CC1 | 6.8% | 21.8%
CCNc1ncc2nc(-c3ccc(OC)cc3)c(=O)n(Cc3cccs3)c2n1 | ? | 12.4%
COc1ccccc1CNc1ncncc1-c1ccc(C(=O)N(C)C)cc1 | -9.9% | 20.3%
COc1ccc(-c2nc3cnc(N(C)C)nc3n(Cc3ccc(F)cc3)c2=O)cc1 | 1.7% | -12.8%
Cc1cnc(CNc2ncncc2-c2cccc(NS(C)(=O)=O)c2)cn1 | -9.1% | 3.9%
CNc1nc(-c2ccccc2Cl)nc2ccccc12 | 1.6% | 10.9%
Cc1noc(C)c1-c1ccc2ncnc(N(C)Cc3ccco3)c2c1 | -6.8% | 26.6%
COc1ccc(Oc2ncc3nc(CCc4ccccc4)c(=O)n(C)c3n2)cc1 | -22.5% | -12.3%
Cc1noc(C)c1C(=O)N1CCC[C@@]2(CCN(Cc3nccs3)C2)C1 | -0.7% | 7.3%
Cc1cnc(CNc2ccnc(-c3ccccc3CN(C)C)n2)cn1 | -18.7% | 5.6%
CN(C)C(=O)c1ccc(-c2ccc3ncnc(N4CCC(C(=O)O)CC4)c3c2)cc1 | -10.0% | 12.3%
CN1CCC2(CC1)CCN(C(=O)c1cccc(F)c1)CC2 | -1.8% | 19.8%
CS(=O)(=O)N1CCC2(CCCN(C(c3ccccc3)c3ccccc3)C2)CC1 | -4.8% | -16.6%
COc1ccc(C(=O)N2CCC3(CCN(Cc4ccccc4OC)CC3)CC2)cc1 | -11.6% | 7.0%
O=c1c(-c2ccc(F)c(F)c2)nc2cncnc2n1-c1ccccc1 | -6.7% | -2.6%
Cn1c(=O)c(-c2cc(F)cc(F)c2)nc2cnc(N3CCNCC3)nc21 | ? | -17.8%
N#Cc1cccc(-c2cc(-n3ccnc3)ncn2)c1 | 2.3% | 11.8%
COCC(=O)N1CCC2(CCCN(c3ccc(-c4ccccc4)cc3)C2)CC1 | -14.5% | 21.2%
COC(=O)N1CCC2(CCCN(Cc3cc(C(F)(F)F)cc(C(F)(F)F)c3)C2)CC1 | -0.3% | -3.7%
N#Cc1cccc(-c2ccc3ncnc(NCCN4CCOCC4)c3c2)c1 | -13.2% | 26.5%

Bioassay records: PubChem, National Center for Advancing Translational Sciences (NCATS)

This is a subset. The share of hits here may be higher or lower than overall.
